Bioassay records as filed in PubChem BioAssay.
Apoferritin bind – candidate novel general anesthetic via apoferritin binding; P02791; apoferritin/1-aminoanthracene competitive binding, fluorescence; Potency, µM (top dose mostly 77.5 µM), without a hit: at the top dose activity change, negative = displacement, hits mostly inhibitors; 0.074% of 350,000 active; AID 485281; also: potency is read from the fitted curve at half-maximal effect; % is scaled to controls: 0 for no effect and ±100 for the full control effect; nearly all actives have a fitted effect of over 20% in size
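Horse-spleen apoferritin (10 uM) in 50% saturated 1-aminoanthracene in PBS was incubated 10 min at room temperature with compound. Fluorescence (ex 380, em 535 nm) was normalized to free and bound 1-AMA, with concentration-response fitted by a four-parameter Hill equation.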
RGS4 inh – blocks human RGS4-accelerated GTP hydrolysis | Transcreener GDP fluorescence polarization, RGS4-accelerated GTP hydrolysis | Potency, µM (titrated, usually from 114 µM), for inactives: at the top dose activity change, negative = inhibition, hits mostly inhibitors | 0.039% of 390,000 active | AID 504845; also: potency is read from the fitted curve at half-maximal effect; % is scaled to controls: 0 for no effect and ±100 for the full control effect; nearly all actives have a fitted effect of over 75% in size; some results filed as inactive show a strong effect at the top dose
Target sequence (P49798 whole entry, looked up): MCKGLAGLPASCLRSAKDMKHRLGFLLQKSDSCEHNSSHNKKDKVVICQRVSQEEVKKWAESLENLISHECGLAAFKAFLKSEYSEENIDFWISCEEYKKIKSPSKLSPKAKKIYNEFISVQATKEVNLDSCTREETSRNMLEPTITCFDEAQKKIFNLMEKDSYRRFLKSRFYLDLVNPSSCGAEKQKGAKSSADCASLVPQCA
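MLSMR compounds (23 nl, pin-transferred) preincubated 10 min at room temperature with a 500nM (2x) first reagent, then RGS4 at 900nM (2x) plus Transcreener GDP mix added; fluorescence polarization (620/688 nm) read before and after 90 min at 30 °C.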
POLB inh – blocks human DNA polymerase beta activity; P06746; Pol beta primer extension/strand displacement, fluorescence kinetic; Potency, µM (top dose mostly 114 µM), for the others: at the top dose activity change, negative = inhibition, actives largely listed as inhibitors; 1.3% of 340,000 active; also: potency is read from the fitted curve at half-maximal effect; % is scaled to controls: 0 for no effect and ±100 for the full control effect
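Kinetic readout of DNA synthesis with strand displacement by Pol beta. Compound and 10 nM enzyme sit 15 min at room temperature; 50 nM substrate starts the reaction, read immediately and at 10 min.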
POLH inh – DNA polymerase eta (human) inhibition. Q9Y253. recombinant Pol eta, fluorescent DNA replication assay. Potency, µM (series often up to 114 µM), inactives show top-dose activity change, negative = inhibition, actives largely listed as inhibitors. 1.2% of 390,000 active; also: potency is read from the fitted curve at half-maximal effect; % is scaled to controls: 0 for no effect and ±100 for the full control effect
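Fluorescent replication assay: 50 nM final substrate added after a 15 min room-temperature compound preincubation with 10 nM enzyme. Signal taken at 0 min and again at 10 min.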
APEX1 inh – inhibitors of human APE1 endonuclease | P27695 | recombinant APE1, TAMRA/BHQ-2 abasic DNA cleavage fluorescence | Potency, µM (titrated, usually from 65.8 µM), inactives show top-dose activity change, negative = inhibition, usual class: inhibitors | 0.35% of 350,000 active | AID 2517;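 also: potency is read from the fitted curve at half-maximal effect; plate controls were vehicle for no effect and reference inhibitor for full effect; nearly all actives have a fitted effect of over 55% in size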
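Step 1: APE1 (0.75 nM) with compound, 15 min RT. Step 2: add 50 nM fluorophore/quencher THF duplex. Step 3: three fluorescence reads 60 s apart (525/598 nm); read 3 minus read 1 = reaction progress.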
12-LOX inh – blocks human arachidonate 12S-lipoxygenase; purified 12hLO, xylenol orange hydroperoxide absorbance; Potency, µM (top dose mostly 108 µM), without a hit: at the highest dose activity change, negative = inhibition, usual class: inhibitors; AID 1671190; P18054; 1.1% of 580,000 active; also: potency is read from the fitted curve at half-maximal effect; % is scaled to controls: 0 for no effect and ±100 for the full control effect
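Purified human 12hLO at 150 nM in 25 mM Hepes, 0.01% Triton X-100, pH 7.0, preincubated 15 min at room temperature with compound. Reaction started with 40 uM arachidonic acid, 30 min at room temperature. Hydroperoxide measured by Fe-xylenol orange, 573/405 nm absorbance ratio.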
LDHA block – LDHA (human) enzyme inhibition. activity change, % (values are at about 110 or 230 µM). AID 1347041. purified LDHA, NADH/diaphorase-resazurin fluorescence; hits give low values. 0.15% of 480,000 active. P00338; in the data active = activity change below about -30%; inconclusive = mostly about -25% to -30%;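 also: plate controls were DMSO wells for no effect and wells without enzyme for full effect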
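Human LDH5 (2 nM) was incubated with 0.06 mM NADH and 0.2 mM pyruvate for 5 min at room temperature in Tris pH 7.4. Remaining NADH was coupled through diaphorase/resazurin, and resorufin fluorescence was read at 0 and 20 min.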
ERG-DNA inh – blocks human ERG Ets domain binding to DNA | fluorescence polarization, His-ERG Ets domain / labelled DNA | P11308 | 0.028% of 370,000 active | Potency, µM (highest dose often 76.9 µM), for the others: top-dose FP activity, negative = inhibition, actives largely listed as inhibitors; active = well fitted inhibition curve with a large enough effect in the polarisation, with a control signal flat; inconclusive = small, poorly fitted or top-dose-only effect, or effect the other way, or a change in a side signal; inactive = no such curve, though single readings can be large or run the other way; the % refers to the polarisation;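 also: polarization taken with two DNA probes labelled with fluorescein and Texas red; potency is read from the fitted curve at half-maximal effect; % of control where 0% means no effect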
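His-tagged ERG Ets domain (1 uM in the protein solution; 300mM KCl, 50mM Tris-HCl, 1mM EDTA, 1mM DTT, pH 7.5) received compound, then a probe mix of 5 nM fluorescein-DNA and 100nM Texas-615-DNA. Fluorescence polarization was read for both dyes.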
Pol kappa inh – inhibitors of human DNA polymerase kappa; AID 588579; Q9UBT6; 0.53% of 400,000 active; purified Pol kappa, fluorescent DNA synthesis assay, 10 min; Potency, µM (highest dose often 107 µM), without a hit: top-dose activity, negative = inhibition, actives largely listed as inhibitors; also: potency is read from the fitted curve at half-maximal effect; % is scaled to controls: 0 for no effect and ±100 for the full control effect
Target sequence (Q9UBT6 whole entry, looked up): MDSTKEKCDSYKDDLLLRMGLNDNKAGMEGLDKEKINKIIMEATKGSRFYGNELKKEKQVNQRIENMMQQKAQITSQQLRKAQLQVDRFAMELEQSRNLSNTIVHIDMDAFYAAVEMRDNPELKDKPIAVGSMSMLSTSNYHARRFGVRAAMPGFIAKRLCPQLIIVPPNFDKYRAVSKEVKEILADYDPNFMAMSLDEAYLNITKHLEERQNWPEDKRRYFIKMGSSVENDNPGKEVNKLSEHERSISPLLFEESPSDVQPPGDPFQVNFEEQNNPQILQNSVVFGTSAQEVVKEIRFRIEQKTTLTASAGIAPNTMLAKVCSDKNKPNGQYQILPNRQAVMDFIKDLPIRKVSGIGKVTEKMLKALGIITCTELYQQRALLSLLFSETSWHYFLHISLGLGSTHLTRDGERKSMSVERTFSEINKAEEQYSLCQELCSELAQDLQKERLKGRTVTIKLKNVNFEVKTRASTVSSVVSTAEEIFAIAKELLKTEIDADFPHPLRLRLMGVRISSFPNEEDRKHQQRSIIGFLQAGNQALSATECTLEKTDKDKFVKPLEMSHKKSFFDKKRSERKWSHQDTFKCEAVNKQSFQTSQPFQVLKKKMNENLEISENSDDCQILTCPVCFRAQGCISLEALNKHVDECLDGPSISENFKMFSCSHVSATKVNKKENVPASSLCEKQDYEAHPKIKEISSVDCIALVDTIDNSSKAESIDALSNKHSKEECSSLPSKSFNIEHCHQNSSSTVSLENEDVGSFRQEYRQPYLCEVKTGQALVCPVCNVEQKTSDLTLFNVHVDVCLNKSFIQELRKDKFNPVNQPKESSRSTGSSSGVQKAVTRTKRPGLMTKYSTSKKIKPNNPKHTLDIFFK
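Readout: fluorescence, taken kinetically at 0 and 10 min. Conditions: 10 nM Pol kappa, 15 min RT compound preincubation, 50 nM substrate final. Controls: enzyme-free buffer wells.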
* hit, by the source's call; ? = inconclusive; nt = not tested or not shown; [ ] = dose if it differs, or a comment. Unless noted, calls follow the shape of the dose curve; as a rule, active = well fitted curve in the direction sought with a large enough effect; inconclusive = small, poorly fitted or top-dose-only effect, or another doubt; inactive = no such curve, though single readings can be large; an effect the other way counts as inactive or inconclusive. This is a subset (hit frequency here may not be typical).

SMILES | Apoferritin bind | RGS4 inh | POLB inh | POLH inh | APEX1 inh | 12-LOX inh | LDHA block | ERG-DNA inh | Pol kappa inh
O=C(c1cc(-c2ccccc2)on1)N1CCc2ccccc2C1 | -8% | 9% | 1% | -4% | 5% | -2% | -7 | -5% | -3%
O=C(CSc1nc(=O)[nH]c2c1CCCC2)Nc1ccccc1C(F)(F)F | -26% | -5% | 1% | -21% | nt | -1% | -1 | -1% | -1%[60.1 µM]
O=C(CCS(=O)(=O)c1ccc(Br)cc1)Nc1cc(F)ccc1F | -4% | -12% | 18µM* | ? | ? | -26% | -11 | 4% | ?
Cc1ccccc1-c1cncnc1Nc1ccc(F)cc1 | 1% | nt | nt | nt | 4% | -14% | nt | nt | -6%[60.1 µM]
CCc1nnc(NC(=O)CSc2nnc(CNc3cccc(Cl)c3)n2CC)s1 | -7% | 4% | 5% | -18% | -2% | 18% | -1 | -2% | -10%
COc1ccc(C(=O)NN2CC(O)=C(c3nc4ccccc4n3C)C2=N)cc1OC | 6% | 17% | 1% | -12% | -1% | -1% | -11 | 9% | -8%
COc1ccc(C(=O)C2CCCN(C(=O)c3cccnc3OC)C2)c(C)c1 (centres undefined) | -9% | 17% | -1% | -13% | 2% | -1% | -1 | 0% | 6%
Nc1nonc1-n1nnc(C(=O)N/N=C/c2ccc(Br)cc2)c1CSC1=NCCS1 | -9% | -11% | 10%[57.1 µM] | -25% | -5% | 36%[activator] | -1 | -5% | 0%
CCN(CC)CCNC(=O)c1[nH]c2ccccc2c1Sc1ccc(Cl)cc1 | -2% | 9% | -2% | -27% | nt | 2% | -5 | -21% | -11%
Cc1ccc(NC(=O)CCc2c(C)nc3ncnn3c2C)cc1Cl | -5% | 9% | 6% | -17% | nt | -13% | 2 | -4% | -11%
O=C(O)CC1c2ccccc2C=Cc2ccccc21 | nt | 10% | nt | -4% | -5% | 6% | -2 | 15% | -12%
Cc1oc(-c2ccc(C(=O)NCc3ccccc3)cc2)nc1CS(=O)(=O)c1ccccc1 | -17% | -3% | -7% | -10% | nt | ? | -2 | -1% | -3%
CC(C)(C)OC(=O)C[C@@H]1C/C=C\C[C@H](CC(=O)N[C@@H](CO)Cc2ccccc2)C(=O)N[C@H](Cc2ccccc2)COC1=O | nt | 1% | nt | -11% | -5% | -30% | ? | 0% | -7%
COc1ccccc1N(C(=O)CCl)c1cn(C(C)=O)c2ccccc12 | 4% | 21% | -8% | 45µM* | -3% | 0% | 0 | -7% | -11%
Cc1nc(CCNC(=O)CC2C(=O)NCCN2Cc2ccccc2)sc1C (centres undefined) | -5% | 21% | 61% | -2% | 1% | 65%[activator] | -2 | 14% | -23%
CN(CC(=O)Nc1cccc(F)c1)C(=O)c1sccc1-c1ccccc1 | nt | -16% | nt | ? | 36% | 2% | -6 | -5% | -3%
Nc1ccc2oc3ncccc3c(=O)c2c1 | -4% | -31% | -1% | -6% | -3% | 6% | -3 | -2% | -13%
COc1cc(Cc2nc3ccc(S(=O)(=O)N4CCOCC4)cc3[nH]2)cc(OC)c1OC | -9% | 11% | -1% | -18% | 4% | -14% | 2 | -2% | -4%
CCN(CC)CCCn1c(=S)[nH]c2ccc(Cl)cc2c1=O | -10% | 3% | -1% | -24% | -11% | 2% | 0 | -1% | -5%
CC1CC(C)(C)OC(c2ccc(C(C)C)cc2)O1 (centres undefined) | nt | 14% | nt | -22% | nt | -11% | -2 | -1% | -3%

The last 4 compounds of the part above are carried over, then new ones follow:
SMILES | Apoferritin bind | RGS4 inh | POLB inh | POLH inh | APEX1 inh | 12-LOX inh | LDHA block | ERG-DNA inh | Pol kappa inh
Nc1ccc2oc3ncccc3c(=O)c2c1 | -4% | -31% | -1% | -6% | -3% | 6% | -3 | -2% | -13%
COc1cc(Cc2nc3ccc(S(=O)(=O)N4CCOCC4)cc3[nH]2)cc(OC)c1OC | -9% | 11% | -1% | -18% | 4% | -14% | 2 | -2% | -4%
CCN(CC)CCCn1c(=S)[nH]c2ccc(Cl)cc2c1=O | -10% | 3% | -1% | -24% | -11% | 2% | 0 | -1% | -5%
CC1CC(C)(C)OC(c2ccc(C(C)C)cc2)O1 (centres undefined) | nt | 14% | nt | -22% | nt | -11% | -2 | -1% | -3%
CCCc1cc(=O)c2ccc(OC/C(C)=N/O)cc2o1 | -4% | 1% | 15% | -7% | -2% | 152%[activator] | -3 | 11% | -4%
COc1ccc(C(=O)N/N=C/c2cn[nH]c2-c2ccc(OC)cc2OC)cc1 | -9% | ? | 2% | -12% | -11% | -10% | 0 | 15% | -8%
Cc1cc(C)n2nc(SCc3nnc(SCCCCl)o3)nc2n1 | -22% | -5% | 13% | -10% | -2% | -21%[57.4 µM] | -4 | nt | -7%[60.1 µM]
COC(=O)Nc1ccc(N2CCOCC2)c(S(=O)(=O)N2CCOCC2)c1 | 2% | -1% | -3% | 11% | 26% | -14% | -3 | -11% | 7%
CC1CN(C(=O)CSc2ncnc3sccc23)CC(C)O1 (centres undefined) | -12% | -26% | 14% | -2% | 0% | 0% | -2 | -5% | 7%
CC(=O)c1c(NCCc2ccccc2)cc(C)oc1=O | -9% | 2% | 0% | -7% | 1% | -2% | 3 | -2% | -1%
CNC(=O)Nc1ccc(Cl)cc1 | 3% | 7% | 23% | 5% | 27% | 34% | -1 | 5% | -8%
CC[C@H]1C(Nc2ccccc2)C[C@@H]2CCN3C(=O)CC[C@H]1[C@H]23 (some centres undefined) | nt | -9% | nt | -5% | nt | -7% | 2 | -22% | 7%
Nn1c(Nc2ccccc2)nc2sc3c(c2c1=O)CCCC3 | ? | 15% | -9% | -5% | 5% | -23% | -1 | -1% | -22%
COc1ccccc1CNC(=O)CSc1ccccc1 | -11% | -10% | -1% | -16% | 5% | -12% | -3 | 0% | 10%
CN1CCN(C(=O)c2ccc(-c3ccccc3)cc2)CC1 | -10% | -4% | ? | -7% | -8% | ? | -2 | 0% | 3%
OCCCNc1nc(-c2ccccc2)c2cc(Br)ccc2n1 | 71%[activator] | 5% | 1% | 0% | -11% | ? | 7 | -2% | -21%
C=CCNC(=O)c1ccc2c3n(nc2c1)-c1ccccc1CO3 | 17% | 10% | 8% | -25% | ? | 15% | 0 | -14% | 4%
O=C(NCCN1CCOCC1)Nc1ccccc1 | -3% | -8% | 0% | -12% | 0% | 0% | -6 | 1% | -1%
Cc1nn(-c2cccc(C(F)(F)F)c2)c(Cl)c1/C=N/Nc1cccc(C(=O)O)c1 | -14% | -5% | 56µM* | -9% | 12% | ? | -2 | 1% | 1%
O=C(Cn1cnc2c(NCc3ccccc3)ncnc21)N1CCN(c2ccccn2)CC1 | nt | 12% | nt | -15% | 3% | -4% | -5 | -10% | -11%
CC1CN(C(=S)Nc2ccc(Cl)cc2)CC(C)O1 (centres undefined) | -8% | -13% | ? | -7% | -20% | 17% | -1 | -7% | 3%
O=C1CCc2nc3ccccc3c(=O)n2N1 | -2% | -33% | -2% | -9% | 2% | nt | 0 | -13% | -4%
CC(=O)Nc1ccc(S(=O)(=O)N2CCN(c3ccc([N+](=O)[O-])cc3)CC2)cc1 | ? | 2% | 16% | -9% | -13% | 3% | 0 | 17% | -9%
c1ccc(-c2nc3c([nH]2)CCc2nonc2-3)cc1 | 0% | -31% | 17% | -8% | 1% | -17% | -3 | -1% | -2%

Profiles from above.
O=C1CCc2nc3ccccc3c(=O)n2N1 in the list: Apoferritin bind = -2%; RGS4 inh = -33%; POLB inh = -2%; POLH inh = -9%; APEX1 inh = 2%; 12-LOX inh = nt; LDHA block = 0; ERG-DNA inh = -13%; Pol kappa inh = -4%
CC1CN(C(=O)CSc2ncnc3sccc23)CC(C)O1 (centres undefined) in the list: Apoferritin bind = -12%; RGS4 inh = -26%; POLB inh = 14%; POLH inh = -2%; APEX1 inh = 0%; 12-LOX inh = 0%; LDHA block = -2; ERG-DNA inh = -5%; Pol kappa inh = 7%

The listing continues:
SMILES | Apoferritin bind | RGS4 inh | POLB inh | POLH inh | APEX1 inh | 12-LOX inh | LDHA block | ERG-DNA inh | Pol kappa inh
CNC(=O)C1(C(F)(F)F)C/C(=C/CCO)CCCO1 (centres undefined) | 2% | 14% | nt | nt | -1% | nt | nt | nt | -6%
CCOC(=O)N1CCN(C(=O)CCS(=O)(=O)c2cc3c(cc2Cl)NC(=O)CO3)CC1 | 9% | 13% | 0% | -22% | 17% | 5%[57.4 µM] | 0 | -18% | 8%
O=C(NOCc1cscn1)Nc1ccccc1 | nt | 3% | nt | -14% | nt | -15% | 0 | -3% | -8%
O=C(NCCC1=CCCCC1)c1ccc2c(c1)N(Cc1ccccc1F)C(=O)c1ccccc1S2(=O)=O | -1% | -16% | 39% | -5% | nt | -3% | -1 | -3% | -4%
CCn1c(CNc2nc(-c3ccccc3)cs2)nnc1SCC(=O)NCc1ccco1 | -16% | ? | ? | ? | ? | 0% | 1 | -13% | -9%
